Screens from PubChem.
PGE2 EP2 inh: EP2 receptor (human) inhibition; C6 glioma cells expressing human EP2, cAMP TR-FRET; cells stimulated with saturating PGE2; inhibition, % at 25 µM; actives 0.52% (n = 260,000);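 active means percent inhibition above 40 after rounding to a whole number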;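 further: rat C6 glioma host cells with rolipram phosphodiesterase inhibitor present; the protocol text gives 20 µM as final concentration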
Target sequence (P43116 whole entry, looked up): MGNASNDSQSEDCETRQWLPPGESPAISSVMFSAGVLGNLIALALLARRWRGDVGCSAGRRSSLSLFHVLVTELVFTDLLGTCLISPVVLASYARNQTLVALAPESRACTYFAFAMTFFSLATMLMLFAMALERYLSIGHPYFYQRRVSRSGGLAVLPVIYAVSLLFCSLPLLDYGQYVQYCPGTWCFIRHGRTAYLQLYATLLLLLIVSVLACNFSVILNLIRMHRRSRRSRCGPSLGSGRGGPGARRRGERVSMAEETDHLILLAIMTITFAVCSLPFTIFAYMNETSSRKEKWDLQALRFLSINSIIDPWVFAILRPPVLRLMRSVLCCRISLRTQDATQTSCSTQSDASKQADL
PERK inhibitor: human PERK inhibition, primary cell-based screen | Q9NZJ5 | inhibition, % at 5.6 µM | CHO PERK-DD fusion, SEAP luminescence translation reporter | actives 0.17% (n = 220,000) | AID 1416;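 active means inhibition above the mean inhibition of all tested compounds plus 3 SD, set separately per screening campaign, cut at about 2.9% in these data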;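 further: PERK kinase domain activated by AP20187 dimerizer at 100 nM; 0% = DMSO with dimerizer and 100% = rapamycin at 8.4 µM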
RBBP9 inh: human RBBP9 hydrolase inhibition; O75884; inhibition, % at 7.94 µM; recombinant RBBP9, FP-Rh probe fluorescence polarization; actives 0.2% (n = 220,000);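 active means inhibition above the campaign mean of all tested compounds plus 3 SD, cut at about 14% in these data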;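 further: plate controls were DMSO wells with RBBP9 for no effect and wells lacking RBBP9 protein for full effect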
Target sequence (O75884 whole entry, looked up): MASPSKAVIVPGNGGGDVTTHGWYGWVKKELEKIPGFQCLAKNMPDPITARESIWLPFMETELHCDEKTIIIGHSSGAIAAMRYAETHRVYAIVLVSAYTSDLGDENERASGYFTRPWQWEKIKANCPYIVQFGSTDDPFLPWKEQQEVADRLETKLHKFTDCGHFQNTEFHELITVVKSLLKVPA
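System: RBBP9 protein / Buffer or medium: Tris/NaCl buffer pH 8.0 with 0.1% Pluronic / Probe or stimulus: Serine-hydrolase probe FP-Rh, 375 nM pre-mixing / Dosing: 7.94 µM single dose, 0.794% DMSO / Times: enzyme-compound preincubation 30 min, then probe labeling 45 min, 25 °C / Technique: fluorescence polarization (mP), excitation 525 nm, emission 598 nm / Replication: singlicate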
Hck Nef HTS: human Hck-Nef kinase inhibition; P08631; actives 0.68% (n = 220,000); inhibition, % at 20 µM; Recombinant Hck-YEEI plus Nef, Z-Lyte FRET kinase assay;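 active means Hck-Nef kinase inhibition above about 50%, limit read from the data; inactive means inhibition below that limit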;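 further: 0% = DMSO with Hck plus Nef and 100% = Hck alone without Nef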
Target sequence (P08631 whole entry, looked up): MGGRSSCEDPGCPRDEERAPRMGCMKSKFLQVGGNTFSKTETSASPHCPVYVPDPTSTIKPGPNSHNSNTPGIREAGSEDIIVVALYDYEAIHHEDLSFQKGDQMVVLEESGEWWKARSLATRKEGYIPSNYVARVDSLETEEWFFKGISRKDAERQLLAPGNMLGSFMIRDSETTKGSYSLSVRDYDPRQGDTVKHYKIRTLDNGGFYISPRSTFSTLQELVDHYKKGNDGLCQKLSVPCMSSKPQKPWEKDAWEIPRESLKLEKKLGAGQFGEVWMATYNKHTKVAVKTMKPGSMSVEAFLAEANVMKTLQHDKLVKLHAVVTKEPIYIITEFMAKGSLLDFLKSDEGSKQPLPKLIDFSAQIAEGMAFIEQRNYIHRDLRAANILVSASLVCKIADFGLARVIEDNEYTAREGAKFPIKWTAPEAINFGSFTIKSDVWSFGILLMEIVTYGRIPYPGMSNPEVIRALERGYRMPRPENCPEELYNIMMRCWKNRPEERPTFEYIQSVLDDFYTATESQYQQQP
EP2 modulator: EP2 receptor (human) modulation; P43116; EP2-expressing cells, cAMP HTRF FRET, PGE2 co-stimulation; induction, % at 25 µM; actives 0.83% (n = 260,000); AID 940;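 active means compounds whose cAMP rise, as percent of the full-agonist control response, exceeds 60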;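 further: rat C6 glioma line stably carrying human EP2 under a CMV promoter; the protocol text gives 20 µM as final concentration; 100% = response of wells given 1 µM PGE2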
Runt-SMMHC FRET: inhibitors of human RUNX1 Runt domain binding to CBFb-SMMHC | Cerulean-Runt/Venus-CBFb-SMMHC FRET ratio 530/480, 1 h | inhibition, % at 20 µM | actives 0.74% (n = 220,000) | AID 1434;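 active means mean inhibition across duplicate retests at 20 µM reaching about 50%, limit read from the data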;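 further: 0% = DMSO wells and 100% = wells with excess untagged CBFb-SMMHC; inhibitors lower the FRET ratio by blocking Runt binding to CBFb-SMMHC; some results filed as inactive read as strong as hits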
TNF death inh: blocks TNF-alpha induced death of Jurkat FADD-/- cells; Jurkat FADD-/- TNF necroptosis rescue, ATP luminescence, 24 h; 0 = TNF only, 100 = no-TNF cells; activation (protection from cell death), % at 10 µM; actives 0.068% (n = 220,000); AID 463075;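 active means activation, meaning protection from cell death, of at least 50% relative to plate controls; inactive means activation below 50%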;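 further: necroptosis triggered by 40 ng/mL TNF-alpha added together with compound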
Runt-CBFb FRET: inhibitors of human RUNX1 Runt domain binding to CBFb. Q01196+Q13951. Cerulean-Runt/Venus-CBFb FRET ratio 530/480, 1 h. inhibition, % at 20 µM. actives 0.46% (n = 220,000). AID 1496;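 active means inhibition over about 50% at 20 µM in the single-dose screen, limit read from the data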;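 further: 0% = DMSO wells and 100% = excess unlabeled CBFb competitor control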
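Buffer or medium: Tris pH 7.5 buffer with BSA. Assay system: Cerulean-labeled Runt domain protein. Amount: each fluorescent fusion protein 100 nM. Read-out basis: loss of energy transfer signal. Incubation: 1 h compound exposure, room temperature. Probe or stimulus: Venus-CBFb binding partner, 100 nM. Detection: FRET, excitation 422 nm, emission at 530 and 480 nm.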
zVAD death inh: blocks zVAD induced death of L929 cells. L929 zVAD necroptosis rescue, ATP luminescence, 24 h; with zVAD 60 µM. viability rescue, % at 10 µM. actives 0.38% (n = 220,000);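 active means activation, scaled between plate controls, above about 75%, limit read from the data; inactive means activation under that limit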;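 further: 0% = zVAD with DMSO and 100% = DMSO alone without zVAD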
* hit, by the source's call; · = not tested or not shown; & = joins results of further samples. This is a subset; rates above refer to the full screens.

The line under a structure holds: PGE2 EP2 inh	PERK inhibitor	RBBP9 inh	Hck Nef HTS	EP2 modulator	Runt-SMMHC FRET	TNF death inh	Runt-CBFb FRET	zVAD death inh
- CCOc1cc(/C=N/NC(=O)c2ccc(CN3CCOCC3)cc2)ccc1OCc1ccccc1
  7	-0.9	-10	12	-17	-1	2.1	0	14
- Cc1cc[n+](CC(=O)c2cccs2)cc1
  9	1.1	4	2	0	1	3.9	0	0.3
- Cc1cccc2sc(NC(=O)c3cccc(S(=O)(=O)N4CCc5ccccc54)c3)nc12
  17	0.2	-8	2	-12	-1	1.1	1	3.1
- COC(=O)c1ccc(/C=N/Nc2nc(-c3ccc(Cl)cc3Cl)cs2)cc1
  6	1.5	5	-19	3	-14	0.5	1	0.6
- O=C(NC(=S)Nc1ccc(O)cc1)c1ccccc1Cl
  6	-0.1	-12	25	-52	-3	-0.4	4	1.5
- CCCCC(O)(CCCC)C(=O)NN(C(=O)OC)c1ccccc1
  5	0.2	-6	2	22	0	0.5	0	0.3
- Cc1cc(C)c(C#N)c(Nc2ccc3c(c2)OCCO3)n1
  12	-0.5	-9	-1	27	-2	0.3	2	0.8
- C=CCN(CC=C)Cc1c(C)[nH]c2c(C)c(C)ccc2c1=O
  9	-0.4	-8	12	-28	-6	1.8	1	-2.0
- Cc1nn(C)c(C)c1S(=O)(=O)Nc1ccc2c(c1)OCO2
  17	1.6	1	3	9	-27	-1.6	1	-0.1
- CCOC(=O)N1CCN(S(=O)(=O)c2ccc(C)cc2)C1
  6	1.7	3	-8	55	-8	1.5	-1	0.3
- COc1ccc(C(=O)C2CCCN(Cc3nc4ccccc4nc3C)C2)cc1OC (stereo not given)
  5	0.1	-4	9	-3	1	1.5	-3	1.1
- COC(=O)C1C(=O)c2c(C)noc2CC1(C)C (stereo not given)
  5	0.9	-8	22	24	·	2.3	·	38
- COc1ccc(C(=O)c2c(NC(C)=O)sc3c2CCN(C(=O)OC(C)(C)C)C3)cc1
  15	-0.8	-9	2	-36	-1	0.2	-5	0.7
- COc1ccc(C(=O)N/C(=C/c2cccc3ccccc23)C(=O)NCCc2c[nH]c3ccccc23)cc1OC
  11	-1.3	-12	3	24	-4	0.7	-3	0.8
- O=C(c1sc2ccccc2c1Cl)N1CCN(c2ncccn2)CC1
  8	-0.3	-6	4	-43	0	0.9	-3	-0.3
- OC1C2CN3CCN(C2)CC1(Cc1ccccc1)C3 (stereo not given)
  -1	0.2	-4	6	-8	-3	-0.6	-9	0.4
- CCCC(=O)Nc1sc2c(c1C(=O)OC)C(C(=O)OC)CC2 (stereo not given)
  11&17	-0.9	9	6	-9&18	-5	-0.8	2	-0.6
- O=C(c1cccc2ccccc12)N1CCN(c2ccc([N+](=O)[O-])c(N3CCOCC3)c2)CC1
  10	-0.3	3	2	-3	-4	-2.2	-6	-0.4
- COC(=O)c1ccc(S(=O)(=O)NCc2ccco2)o1
  9	2.2	-1	13	3	2	-0.4	2	0.3
- CCC(=O)Nc1cc(OC)cc(OC)c1
  2	1.3	-18	-19	-15	-2	0.8	1	1.9
- CC(C)(C)N1C(=O)c2ccc(C(=O)Nc3nccs3)cc2C1=O
  15	-1.2	-4	0	-22	6	-1.3	0	1.2
- CN(C)c1ncccc1-c1nc2ccccc2s1
  7	2.1	8	27	9	7	-1.2	2	0.7
- O=C(CCC(=O)NNC(=O)COc1ccc(Br)cc1)NCc1ccccc1
  1	0.3	-8	14	-15	4	0.7	-2	0.2
- CCOP(=O)(OCC)c1nc(-c2cccc3ccccc23)oc1NCc1ccc(OC)cc1
  9	0.3	-6	29	71*	1	0.9	-7	6.4
- Cc1nnc(SCC(=O)NCCOc2ccc(Cl)cc2)n1-c1ccccc1
  8	0.1	-5	0	4	-6	-0.3	0	1.0
- O=C(Nc1ccc(F)cc1)C(Sc1nnc2ccccn12)c1ccccc1 (stereo not given)
  2	-0.5	-7	0	-8	-1	0.7	-2	1.1
- O=C1c2ccccc2S(=O)(=O)N1CCOc1ccccc1
  5	0.2	-1	2	-23	-2	-10	0	-0.1
- COCCCN1C(=O)C(=O)/C(=C(/O)c2ccc(OC)cc2)C1c1cccc(OC)c1 (stereo not given)
  19	0.8	0	-1	48	0	1.4	-1	0.1
- CCc1nnc(NC(=O)c2ccc(S(=O)(=O)N(CC)Cc3ccccc3)cc2)o1
  5	-0.9	-10	-3	12	1	-4.4	-1	0.2
- Cn1ncc(N=Cc2ccc([N+](=O)[O-])cc2)c1C(=O)Nc1ccccc1
  4	1.9	2	7	3	0	-0.2	0	0.8
- CCSc1nnc(NC(=O)CSc2nc3c(c(=O)n2-c2ccccc2OC)SCC3)s1
  2	-0.6	-7	8	20	2	-1.0	-3	-0.1
- COc1ccc(N=C2SC(C(N)=O)CC(=O)N2CCc2ccc(OC)c(OC)c2)cc1 (stereo not given)
  11	1.0	2	1	12	-3	-0.1	-2	0.1
- C=CCNCCCOc1ccc(C(C)(C)c2ccccc2)cc1
  12	-0.1	-7	-6	15	-2	-14	0	1.6
- CCCCC1=CC2=CC(=O)C(C)(OC(=O)CC)C(=O)C2=CN1Cc1ccc(OC)cc1 (stereo not given)
  13	·	·	21	7	2	-0.5	8	0.7
- Cc1nn(CC(=O)NCCc2ccc(Cl)cc2)c(C)c1[N+](=O)[O-]
  2	-1.4	2	1	15	2	-1.5	-2	0.1
- COC(=O)C1=C(C)OC(N)=C(C#N)C1c1c(C)nn(-c2ccccc2)c1Cl (stereo not given)
  5	-1.1	-1	7	31	-1	-3.1	-2	0.0
- Cc1nc2ccccc2n1CC(=O)N/N=C\c1ccccn1
  8	0.3	-7	2	-14	6	-1.5	1	-0.1
- CN(C)c1ccc(NC(=O)CC(NCc2ccccn2)C(=O)O)cc1 (stereo not given)
  6	0.8	1	2	14	2	1.4	-1	0.8
- COc1ccccc1NC(=O)C1CCCN(c2cc(C)nc3ncnn23)C1 (stereo not given)
  1	-1.4	2	11	-35	0	0.8	0	0.1
- CSCCC(NC(=O)c1ccc(Cl)cc1)C(=O)OCC(=O)c1ccc[nH]1 (stereo not given)
  5	0.2	-1	2	-2	0	-1.3	-1	0.8
- O=C(Nc1cccc(C(F)(F)F)c1)C(SCCO)c1ccccc1 (stereo not given)
  4	1.5	-9	0	9	3	4.6	1	0.9
- CC(C)(C)CN1C(N)=NC[C@H]1Cc1ccc(O)cc1
  20	·	·	16	4	3	0.1	0	-0.2
- O=C(CCl)Nc1cccc2ncccc12
  16	1.4	-3	2	6	21	4.1	23	1.2
- Cc1sc2ncnc(NCc3ccco3)c2c1C
  ·	-0.5	-2	1	-18	0	-15	2	-0.3
- CCCc1cc(C(=O)O)c2ccccc2n1
  9	0.8	-12	1	12	-7	-1.5	0	-0.1
- CCCCOC(=O)c1ccc(NC(c2ccc(C)cc2)P(=O)(OC)OC)cc1 (stereo not given)
  6	-0.1	-5	5	-47	-8	2.2	-2	0.4
- CSc1ncccc1C(=O)OCC(=O)N(CC(C)C)C1CCS(=O)(=O)C1 (stereo not given)
  3	-0.1	-7	0	17	0	-1.4	-2	-0.1
- Cc1nc2ccccc2nc(=O)c1NNc1ccc([N+](=O)[O-])cc1
  5	-0.4	8	14	-36	-28	3.6	-14	0.3
- Cc1ccc(C(=O)OCC(=O)NC(C)C)cc1S(=O)(=O)N1CCOCC1
  6	1.1	1	25	-8	-5	-0.3	-1	-0.3
- CC(C)(C)C1=NN(C(=O)c2ccccc2)C(O)(C(C)(C)C)C1 (stereo not given)
  10	0.5	1	1	5	-1	-1.8	-2	0.1
- CN(C)/C=C/C(=O)/C=C/c1cn(-c2ncc(C(F)(F)F)cc2Cl)c2ccccc12
  14	-0.6	-14	6	19	-9	-9.2	-3	0.0
- COc1ccc(/C=C2\C(=O)c3ccccc3OC2c2ccccc2)cc1 (stereo not given)
  11	-0.4	-12	6	22	2	-13	2	-0.7
- CC(C)(C)C(=O)COC(=O)c1cccc(NC(=O)c2ccco2)c1
  5&16	-0.6	-6	0	2&-62	3	0.2	-4	1.0
- COc1cc(-c2nc(CN3CCN(c4ncccn4)CC3)c(C)o2)ccc1F
  5	-0.2	-6	23	8	-1	1.6	0	0.6
- COc1ccc(S(=O)(=O)N2CCCCC2)cc1NC(=S)Nc1cccc(Cl)c1C
  6	0.7	-9	1	-30	2	-1.2	-1	0.3
- O=C(COC(=O)CNC(=O)c1ccc(Cl)cc1)Nc1cccc(S(=O)(=O)N2CCCC2)c1
  4	1.0	0	11	-16	0	0.2	2	-0.5
- CCOC(=O)c1nnn2c1nc(N1CCCCC1)c1ccccc12
  5	0.3	-1	10	15	1	1.8	0	1.1
- CCS(=O)(=O)C1=NN2C(=N)/C(=C\c3ccc(SCc4ccco4)o3)C(=O)N=C2S1
  4	0.7	-14	64*	-21	8	-0.1	26	0.9
- Cc1cccc(C)c1NC(=O)CC(NCCc1ccccc1)C(=O)O (stereo not given)
  7	1.5	4	3	24	0	1.5	-1	1.6
- Cc1ccc2[nH]c3c(c2c1)SC(C)(C)CC3=O
  4	0.9	-3	20	23	29	1.7	18	13

(listing goes on)
The line under a structure holds: PGE2 EP2 inh	PERK inhibitor	RBBP9 inh	Hck Nef HTS	EP2 modulator	Runt-SMMHC FRET	TNF death inh	Runt-CBFb FRET	zVAD death inh
- CCOc1ccc(C(=O)CN2CCN(S(=O)(=O)c3ccc(F)cc3)CC2)cc1
  ·	-0.9	-7	0	-1	1	-3.1	-2	-0.2
- CN(C(=O)CSc1nc2ccccc2n1CCc1ccccc1)C1CCS(=O)(=O)C1 (stereo not given)
  12	-1.2	-10	-1	2	-1	-0.8	0	0.2
- CCOC(=O)Cc1csc(NC(=O)C(C)(C)C)n1
  6	1.1	-2	0	11	-1	-0.2	-1	0.1
- CCN(/N=C/c1cccs1)c1cc(=O)n(C)c(=O)[nH]1
  6	-0.1	-6	-5	29	-1	-1.4	-1	0.3
- Cc1cccc(-c2noc(CCC(=O)NCC3CCCO3)n2)c1 (stereo not given)
  2	0.1	-8	0	-30	1	-0.3	2	0.1
- COc1ccccc1OCCCn1c(=O)oc2ccccc21
  6	-0.6	-9	11	8	-1	-0.7	2	-0.7
- O=c1[nH]c2cc(Cl)ccc2n1-c1ccccc1
  10	0.7	-5	1	-2	-1	-1.0	-1	0.2
- Cc1ccc(C(=O)NC(=S)Nn2cnnc2)cc1
  10	0.8	-5	-1	4	-4	1.7	8	-1.4

Quoted from the entries so far for reference:
The line under a structure holds: PGE2 EP2 inh	PERK inhibitor	RBBP9 inh	Hck Nef HTS	EP2 modulator	Runt-SMMHC FRET	TNF death inh	Runt-CBFb FRET	zVAD death inh
- O=c1[nH]c2cc(Cl)ccc2n1-c1ccccc1
  10	0.7	-5	1	-2	-1	-1.0	-1	0.2
- Cc1ccc(C(=O)NC(=S)Nn2cnnc2)cc1
  10	0.8	-5	-1	4	-4	1.7	8	-1.4
